# A3G deaminase = APOBEC3G DNA deaminase inhibitors, primary screen, biochemical, fluorescence, single-stranded DNA substrate, uHTS; DNA dC->dU-editing enzyme APOBEC-3G (Homo sapiens), Q9HC16; recombinant A3G, ssDNA deamination FAM/TAMRA fluorescence; inhibition, % at 20 µM; 330,000 compounds, 0.28% hits; AID 493012, 2011;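 active means inhibition of at least 40% at 20 µM, with no more than 30% in the related APOBEC3A deaminase screen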;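 further: plate controls were DMSO wells with A3G for no effect and wells lacking A3G enzyme for full effect; some compounds called inactive have numbers as strong as hits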
# A3A deaminase = APOBEC3A ssDNA deaminase inhibitors, primary screen, selectivity assay for APOBEC3G inhibitor project, biochemical, FAM/TAMRA oligo cleavage fluorescence; DNA dC->dU-editing enzyme APOBEC-3A (Homo sapiens), P31941; recombinant A3A, FAM/TAMRA ssDNA deamination fluorescence; inhibition, % at 20 µM; 330,000 compounds, 0.41% hits; AID 493011, 2011;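 active means at least 40% inhibition at 20 µM here, with at most 30% in a related deaminase screen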;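 further: plate controls were A3A with DMSO for no effect and wells lacking A3A enzyme for full effect; some results filed as inactive read as strong as hits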
# Target sequence (P31941 whole entry, looked up): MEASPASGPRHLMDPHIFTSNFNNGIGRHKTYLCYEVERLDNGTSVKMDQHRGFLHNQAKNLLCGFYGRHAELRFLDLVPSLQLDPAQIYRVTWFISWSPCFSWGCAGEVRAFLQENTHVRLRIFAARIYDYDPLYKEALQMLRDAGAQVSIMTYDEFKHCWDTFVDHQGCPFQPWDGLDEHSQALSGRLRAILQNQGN
# hIAP inh = human IAP inhibitors, primary screen, biochemical, luminescence, uHTS. Intestinal-type alkaline phosphatase (Homo sapiens), P09923. purified IAP, CDP-Star luminescence, 30 min. inhibition, % at 10 µM. 330,000 compounds, 0.12% hits. AID 2544, 2010;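 active means inhibition reaching a set limit with compound at 10 µM in the primary screen, cut at about 35% in these data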;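 further: plate controls were DMSO wells with enzyme for no effect and no-enzyme buffer wells for full effect; values of inactives mirror those of a sister screen read the other way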
# Target sequence (P09923 whole entry, looked up): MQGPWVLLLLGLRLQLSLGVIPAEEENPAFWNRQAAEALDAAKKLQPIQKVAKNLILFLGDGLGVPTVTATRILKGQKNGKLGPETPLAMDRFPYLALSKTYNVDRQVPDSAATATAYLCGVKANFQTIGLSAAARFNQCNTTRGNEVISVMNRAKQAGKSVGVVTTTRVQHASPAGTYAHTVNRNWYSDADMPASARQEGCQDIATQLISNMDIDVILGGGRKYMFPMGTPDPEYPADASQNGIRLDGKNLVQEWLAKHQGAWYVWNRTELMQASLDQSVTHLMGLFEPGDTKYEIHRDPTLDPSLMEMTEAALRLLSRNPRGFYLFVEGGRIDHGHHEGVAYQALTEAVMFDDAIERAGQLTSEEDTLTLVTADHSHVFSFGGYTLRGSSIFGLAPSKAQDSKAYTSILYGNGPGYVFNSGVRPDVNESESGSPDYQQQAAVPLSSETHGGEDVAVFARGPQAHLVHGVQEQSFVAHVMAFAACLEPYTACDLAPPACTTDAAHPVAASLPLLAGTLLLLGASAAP
# mIAP inh = inhibitors of mouse IAP, primary screen, biochemical, luminescence, uHTS | intestinal alkaline phosphatase [Mus musculus] | purified mouse IAP, CDP-Star luminescence, 30 min | inhibition, % at 10 µM | 330,000 compounds, 0.2% hits;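 active means inhibition of at least 40% at 10 µM in the primary screen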;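 further: plate controls were DMSO with enzyme for no effect and no enzyme wells for full effect; values of inactives mirror those of a sister screen read the other way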
# tim10-1 inh = growth inhibitors of tim10-1 mutant yeast, primary screen, luminescence, uHTS; S. cerevisiae tim10-1 ts strain growth, BacTiter-Glo, 24 h; inhibition, % at 20 µM; 330,000 compounds, 2.2% hits;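 active means inhibition of at least 40%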;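 further: mutant grown at 25 °C; 0% = DMSO wells with yeast and 100% = wells holding no yeast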
# mIAP act = activators of mouse IAP, primary screen, biochemical, luminescence, uHTS; muIAP, CDP-Star luminescence, 30 min; stronger effect = higher value; 1 = vehicle-only enzyme signal, 0 = enzyme-free wells; activation factor at 10 µM; AID 2805, 2010; 330,000 compounds, 0.24% hits; intestinal alkaline phosphatase [Mus musculus];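 active means activation factor of at least 2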; further: the source names both 10 and 20 µM as test concentration; values of inactives mirror those of a sister screen read the other way
#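 Assay system: mouse IAP enzyme; Reagent: CDP-Star chemiluminescent phosphatase substrate; Compound: DMSO-dissolved test compounds; Incubation: 30 min, room temperature; Technique: luminescence from enzymatic CDP-Star hydrolysis; Controls: DMSO-only wells and no-enzyme negative control.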
# MIN6 prolif = inducers of MIN6 beta-cell proliferation, primary screen, ATP luminescence, uHTS; MIN6 cells proliferation, ATPlite luminescence, 48 h; cells starved in 0.2% serum; 100% = growth in 10% serum; proliferation, % at 10 µM; 330,000 compounds, 0.29% hits; AID 2380, 2010;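 active means compounds whose signal lies at least 3.5 SD above the mean of all wells on their plate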;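 further: 0% = DMSO-treated cells in low-serum medium and 100% = 10% serum control; some compounds called inactive have numbers as strong as hits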
# NLRP3 yeast inh = NALP3 inflammasome inhibitors in reconstituted yeast, primary screen, luminescence, uHTS. Yeast reconstituted NLRP3/ASC/caspase-1, beta-gal luminescence, 24 h. inhibition, % at 10 µM. 330,000 compounds, 0.39% hits;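 active means inhibition of 50% or more; inactive means inhibition below 50%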;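 further: plate controls were induced DMSO wells for no effect and uninduced yeast grown without galactose for full effect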
# TIM10 inh = growth inhibitors of isogenic TIM10 control yeast, primary screen, counter-screen for tim10-1 yeast inhibitor project, luminescence, uHTS; 330,000 compounds, 1.4% hits; S. cerevisiae TIM10 strain growth, BacTiter-Glo luminescence, 24 h; inhibition, % at 10 µM;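 active means inhibition of 40% or more at the single tested concentration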;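 further: wild-type TIM10 isogenic control strain grown at permissive 25 °C; 0% = DMSO yeast wells and 100% = minimal medium wells without yeast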
# * hit, by the source's call.
SMILES,A3G deaminase,A3A deaminase,hIAP inh,mIAP inh,tim10-1 inh,mIAP act,MIN6 prolif,NLRP3 yeast inh,TIM10 inh
Cc1cc(C)c(C(=O)COC(=O)c2cc([N+](=O)[O-])ccc2NCCO)cc1C,-6,-4,4,23,22,0.77,0,6,17
CN1CCCC(CC2c3ccccc3Sc3ccccc32)C1 (stereo not drawn),-6,-3,2,8,35,0.93,-8,36,21
CN1CCN(C(=O)CN(C)S(=O)(=O)c2cc(Cl)ccc2Cl)CC1,-10,-2,5,2,-21,0.98,-1,17,6
Cc1c(C(=O)O)oc2c3c(ccc12)OCCO3,-5,-4,-27,1,4,0.99,-1,4,-7
Cc1cc(C)cc(NC(=O)Cn2c(=O)oc3cc(S(=O)(=O)N4CC(C)CC(C)C4)ccc32)c1 (stereo not drawn),-7,-3,11,3,9,0.97,-5,14,1
Cc1ccc(-c2cc(C(=O)Nc3ccncc3)c3ccccc3n2)cc1,-2,2,12,-6,21,1.1,-6,11,1
CCOc1ccc2nc(NS(=O)(=O)Cc3ccccc3)sc2c1,-3,3,-20,-2,11,1,-6,-3,15
C[C@@H](NC(=O)c1nc[nH]c1C(=O)OCc1ccccc1)c1ccccc1,-7,-2,-90,11,11,0.89,-6,11,8
COc1ccc(OC)c(N2C(=O)CC(NNC(=O)c3ccc4c(c3)OCO4)C2=O)c1 (stereo not drawn),-8,3,8,14,-3,0.86,-1,1,-9
O=C(Cc1ccc([N+](=O)[O-])cc1)OCc1ccc([N+](=O)[O-])cc1,-2,-6,3,-6,-1,1.1,-1,10,-16
O=C(COC(=O)c1ccc(Cl)cc1O)NCCN1C(=O)CSC1=O,-3,-2,10,5,12,0.95,0,-3,7
O=C(O)CCC(=O)NNc1nc(-c2ccccc2)c2cc(Cl)ccc2n1,-10,-4,-74,7,11,0.93,3,6,-13

# Whole records as entered above. Values in the order: A3G deaminase | A3A deaminase | hIAP inh | mIAP inh | tim10-1 inh | mIAP act | MIN6 prolif | NLRP3 yeast inh | TIM10 inh
# `CCOc1ccc2nc(NS(=O)(=O)Cc3ccccc3)sc2c1` is listed with -3 | 3 | -20 | -2 | 11 | 1 | -6 | -3 | 15
# `Cc1cc(C)cc(NC(=O)Cn2c(=O)oc3cc(S(=O)(=O)N4CC(C)CC(C)C4)ccc32)c1` (stereo not drawn) is listed with -7 | -3 | 11 | 3 | 9 | 0.97 | -5 | 14 | 1

# Going on with the list.
SMILES,A3G deaminase,A3A deaminase,hIAP inh,mIAP inh,tim10-1 inh,mIAP act,MIN6 prolif,NLRP3 yeast inh,TIM10 inh
CC(C)c1ccc(NNC(=O)C2CCC2)cc1,50*,4,14,2,-77,0.98,-4,26,-68
Cn1cnc2c(N/N=C/c3cccs3)ncnc21,-4,1,-8,4,-19,0.96,0,9,-6
CCCCn1c(N)c(N(CC(C)C)C(=O)CN(C)S(=O)(=O)c2ccc(NC(C)=O)cc2)c(=O)[nH]c1=O,-7,1,-12,-6,-7,1.1,1,14,-5
O=C(N/N=C\c1cc(Br)cs1)c1ccncc1,-9,-5,-10,-9,-3,1.1,-3,-3,-6
O=C(c1ccc[nH]c1=S)N1CCN(S(=O)(=O)c2ccc(Br)cc2Cl)CC1,-8,-3,6,1,2,0.99,-2,15,8
O=[N+]([O-])c1ccc2nc(CCCO)[nH]c2c1,-2,3,7,3,7,0.97,2,29,5
COc1ncnc2c1N[C@@](C)(O)c1c(F)c(F)c(F)c(F)c1S2,-1,1,-15,7,4,0.93,-3,20,-8
CN1CCN(CCCN(Cc2ccco2)C(=S)Nc2ccc(Cl)cc2)CC1,-6,2,-3,-7,14,1.1,0,15,-6
CSc1ccccc1NC(=O)c1cccs1,0,2,5,9,-5,0.91,-2,-5,-1
COc1ccc(-c2ccc(/C=N/N3C(=O)C4C5C=CC(C6CC56)C4C3=O)o2)c([N+](=O)[O-])c1 (stereo not drawn),-5,4,15,10,7,0.9,-2,1,8
O=C(Cn1cc(S(=O)(=O)N2CCN(c3ccccc3F)CC2)c2ccccc2c1=O)NCCCN1CCCCCC1,-8,-1,6,-3,17,1,-5,4,3
CC1CC(O)(CC(O)(c2ccccc2)c2ccccc2)C(C)CN1C (stereo not drawn),3,-2,-9,-14,17,1.1,-2,3,-9
Cc1cccc(Nc2ccc(NCc3ccccc3)nn2)c1,-5,2,14,-5,-11,1.1,-3,34,5
Cc1cc(C)c2nc(N3CCN(C(=O)c4cccs4)CC3)sc2c1,-7,-4,18,4,9,0.96,3,25,-5
Cn1cc(S(=O)(=O)N2CCCC2)cc1C(=O)O,2,15,-3,-2,-9,1,3,-8,8
COc1ccc(OC)c(S(=O)(=O)N2CCCC(C(=O)N3CCOCC3)C2)c1 (stereo not drawn),-3,0,-6,-2,-14,1,0,2,12
CCOC(=O)c1ccc(NC(=O)CN2CCN(C(=O)c3ccco3)CC2)cc1,4,4,15,-11,5,1.1,2,22,-5
COC(=O)C(CC(C)C)NC(=O)c1ccc([N+](=O)[O-])c(C)c1 (stereo not drawn),1,2,5,8,22,0.92,-2,-5,-10
CCCCn1c(N)c(N(CCC(C)C)C(=O)C2CC(=O)N(c3ccc4c(c3)OCCO4)C2)c(=O)[nH]c1=O (stereo not drawn),-2,12,-8,5,8,0.95,2,13,-172
O=S(=O)(c1ccc(NC(=S)Nc2ccc3c(c2)OCO3)cc1)N1CCOCC1,-1,-1,13,19,10,0.81,-2,14,14
O=[N+]([O-])c1ccc(-c2csc(N/N=C/c3cccnc3)n2)cc1,22,3,9,4,-38,0.96,-4,12,-6
O=C(Cc1cccc2ccccc12)N1CCN(c2ncccn2)CC1,-1,0,2,-4,27,1,-2,20,2
Cc1ccccc1-c1nc2c(s1)CCc1onc(-c3cccc([N+](=O)[O-])c3)c1-2,-10,-6,6,11,13,0.89,-2,8,9
CC1CCCCN1S(=O)(=O)c1cn(C)c(=O)n(C)c1=O (stereo not drawn),-7,-5,3,3,-20,0.97,6,3,-10

# Single entries from the entries so far:
# CC(C)c1ccc(NNC(=O)C2CCC2)cc1 – hIAP inh: 14
# Cc1cc(C)c2nc(N3CCN(C(=O)c4cccs4)CC3)sc2c1 – A3A deaminase: -4
# COC(=O)C(CC(C)C)NC(=O)c1ccc([N+](=O)[O-])c(C)c1 (stereo not drawn) – A3A deaminase: 2
# O=S(=O)(c1ccc(NC(=S)Nc2ccc3c(c2)OCO3)cc1)N1CCOCC1 – mIAP inh: 19
# Cc1cccc(Nc2ccc(NCc3ccccc3)nn2)c1 – A3A deaminase: 2
# O=C(N/N=C\c1cc(Br)cs1)c1ccncc1 – hIAP inh: -10
# CC1CC(O)(CC(O)(c2ccccc2)c2ccccc2)C(C)CN1C (stereo not drawn) – MIN6 prolif: -2

# Other records.
SMILES,A3G deaminase,A3A deaminase,hIAP inh,mIAP inh,tim10-1 inh,mIAP act,MIN6 prolif,NLRP3 yeast inh,TIM10 inh
CC(=O)c1ccc(OCC(O)CN2CCN(Cc3ccccc3)CC2)cc1 (stereo not drawn),-1,0,9,-4,-17,1,-4,9,-1
C/C(=N/NC(=O)CNC(=O)c1cccnc1)c1ccco1,-5,1,19,2,-22,0.98,0,5,4
Cc1ccc(-c2noc(COC(=O)c3ccco3)n2)cc1,-7,-5,2,-4,-4,1,7,17,6
O=C(NC(C(=O)c1ccccc1)N1CCOCC1)c1cccs1 (stereo not drawn),12,4,-14,3,-12,0.97,0,26,-5
CCOC(=O)/C=C1\SCC(=O)N1CC(=O)NCCc1ccc(F)cc1,-4,0,-19,5,-2,0.95,2,2,-16
COc1ccc(C(=O)O)cc1S(=O)(=O)NCCCN1CCCC1=O,-4,-3,5,-15,-8,1.1,-1,13,-21
CCc1nc(CNC(=O)c2cc(OC)c(OC)c(OC)c2)no1,20,48*,-7,6,-21,0.94,1,22,-6
N#Cc1cc2c(nc1SCc1cccc(Cl)c1)CCCCC2,-6,0,-2,41*,12,0.59,-1,12,13
O=C1C(Cl)=C(N2CCN(Cc3ccccc3)CC2)C(=O)N1Cc1ccccc1,-6,-3,2,-7,44*,1.1,0,16,28
CCN(CC(=O)Nc1ccccc1C(F)(F)F)C(=O)CCc1nc2sc3c(c2c(=O)[nH]1)CCCC3,0,13,2,-5,-20,1.1,0,17,-5
CC1CCN(CCCNC(=O)C2CCCN(c3ncnc4c3nc3n4CCCCC3)C2)CC1 (stereo not drawn),0,2,-48,3,-2,0.97,0,10,-7
O=C(Nc1oc2ccccc2c(=O)c1-c1ccc(Cl)cc1)c1ccco1,-4,-5,-22,2,39,0.98,-3,6,23
CN(C(=O)CSc1nnc(-c2cccnc2)o1)C1CCCCC1,-6,-3,-3,0,-1,1,-1,14,1
CCCCNC(=O)CSc1nc2ccc(NC(=O)CSc3nnc(COc4ccccc4C)n3C)cc2s1,-5,-3,-16,-19,-23,1.2,-1,0,-24
CCC(=O)N1N=C(c2cccs2)CC1c1ccc(OC)cc1 (stereo not drawn),-9,-4,-6,1,9,0.99,5,27,4
COc1ccc(NC(=O)c2nc(C)n(-c3ccc([N+](=O)[O-])cc3)n2)cc1,0,-1,0,-4,6,1,1,0,16
O=C(CSc1nc2cc(Cl)ccc2o1)NCCc1ccccc1,-7,3,11,1,18,0.99,-2,14,21
O=C(NCc1ccco1)c1cc(-c2ccc(F)cc2)on1,2,6,13,-2,16,1,-5,29,-10
COc1cc2[nH]c(=O)n(CCC(=O)NCc3cccnc3)c(=O)c2cc1OC,1,2,2,4,7,0.95,-1,10,-8
CC(C)OCCCNC(=O)C1CC(=O)N(C2CCCCCCC2)C1 (stereo not drawn),-5,2,-6,-4,8,1,0,8,4
COc1cccc(CN2C(=O)NC3(CCCCCC3)C2=O)c1,-15,0,12,3,1,0.97,1,7,1
Cc1ccc(-n2ncc(C(=O)NC3CC3)c2C2CCN(C(=O)OC(C)(C)C)CC2)cc1,-3,-4,13,4,31,0.96,0,-3,19
COc1ccc(C(=O)OCn2nnc3ccccc3c2=O)cc1[N+](=O)[O-],-6,1,-1,-11,5,1.1,-1,22,-5
Cc1ccc(NC(=O)COC(=O)Cc2cccs2)cc1S(=O)(=O)N1CCOCC1,-6,-2,-23,1,1,0.99,-1,11,97*
O=C(CSc1n[nH]c(=O)n1Cc1ccccc1)Nc1ccc(F)c(F)c1F,-13,-5,11,2,4,0.98,2,22,9
CCCOC(=O)c1ccc(Oc2cn[nH]c2-c2ccc(O)cc2O)cc1,-5,-1,-54,6,20,0.94,-6,15,19
Cc1ccc(S(=O)(=O)NC(CC(=O)O)c2ccc(F)cc2)cc1 (stereo not drawn),4,-1,-8,-3,-4,1,-1,12,5
C=C(C)C(=O)Nc1cccnc1Oc1ccc(F)cc1,-7,-4,-6,6,10,0.94,-2,18,10
